Screens as filed in PubChem.
rTrxR1 inhibitor: qHTS Assay for Inhibitors of Mammalian Selenoprotein Thioredoxin Reductase 1 (TrxR1): qHTS; recombinant rTrxR1, NADPH fluorescence consumption, selenite substrate; Potency, µM (series often up to 114 µM), for the others: at the highest dose activity change, negative = inhibition, actives largely listed as inhibitors; hit rate 1% among 390,000; AID 588453, 2011; further: potency means the concentration at half of the fitted maximal effect; on the % scale 0 is the no-effect control and ±100 the full control effect; nearly all actives have a fitted effect of over 65% in size
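Rat TrxR1 (90 nM in the dispensed reagent) was pre-reduced with 400 uM NADPH for 5 min at room temperature, then incubated with compound for 15 min. After 400 uM selenite was added, NADPH fluorescence (Ex 340/Em 450 nm) was followed for 8 min.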
RGS4 inh: Inhibitors of Regulator of G Protein Signaling (RGS) 4: qHTS; Regulator of G-protein signaling 4 (Homo sapiens), P49798; Transcreener GDP fluorescence polarization, RGS4-accelerated GTP hydrolysis; Potency, µM (series often up to 114 µM), without a hit: at the top dose activity change, negative = inhibition, usual class: inhibitors; hit rate 0.039% among 390,000; further: potency means the concentration at half of the fitted maximal effect; on the % scale 0 is the no-effect control and ±100 the full control effect; nearly all actives have a fitted effect of over 75% in size; some results filed as inactive show a strong effect at the top dose
Target sequence (P49798 whole entry, looked up): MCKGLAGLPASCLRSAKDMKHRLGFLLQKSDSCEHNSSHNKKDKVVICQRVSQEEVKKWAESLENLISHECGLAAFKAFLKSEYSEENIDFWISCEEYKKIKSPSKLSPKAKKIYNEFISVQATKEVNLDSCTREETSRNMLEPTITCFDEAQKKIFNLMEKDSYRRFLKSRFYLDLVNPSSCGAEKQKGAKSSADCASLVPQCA
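MLSMR compounds (23 nl, pin-transferred) preincubated 10 min at room temperature with a 500nM (2x) first reagent, then RGS4 at 900nM (2x) plus Transcreener GDP mix added; fluorescence polarization (620/688 nm) read before and after 90 min at 30 °C.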
USP1-UAF1 inh: Inhibitors of USP1/UAF1: Primary Screen | AID 743255, 2014 | Ubiquitin carboxyl-terminal hydrolase 1 (Homo sapiens), O94782 | recombinant USP1/UAF1, Ub-Rhodamine cleavage fluorescence | Potency, µM (top dose mostly 57.1 µM), without a hit: at the highest dose activity change, negative = inhibition, most hits filed as inhibitors | hit rate 0.23% among 390,000; further: potency means the concentration at half of the fitted maximal effect; on the % scale 0 is the no-effect control and ±100 the full control effect; nearly all actives have a fitted effect of over 60% in size; inactives centre near -12
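In this screen, compounds sit with the deubiquitinase complex (1nM) for 15 min at room temperature before Ub-Rho is added at 150nM final. Fluorescence rise is then followed for 6 reads every 60 seconds.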
TrxR1 substrate: qHTS Assay for Substrates of Mammalian Selenoprotein Thioredoxin Reductase 1 (TrxR1): qHTS; purified TrxR1 substrate turnover, NADPH consumption readout; hit rate 0.01% among 390,000; AID 588456, 2011; Potency, µM (titrated, usually from 114 µM), for inactives: top-dose activity change, negative = substrate turnover; Thioredoxin reductase 1, cytoplasmic (Rattus norvegicus), O89049; further: potency means the concentration at half of the fitted maximal effect; on the % scale 0 is the no-effect control and ±100 the full control effect; nearly all actives have a fitted effect of over 50% in size
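Rat TrxR1, dispensed at 90 nM, was prereduced with 400 uM NADPH (final) for 5 min at ~22 deg C, then incubated with compound 15 min before 400 uM selenite. A first-read NADPH fluorescence drop versus no-compound background flagged substrates.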
GRP78 ERSR act: qHTS for Inducers of the Endoplasmic Reticulum Stress Response (ERSR) in Human Glioma: qHTS | AID 602332, 2012 | hit rate 0.02% among 420,000 | U87-MG GRP78 promoter luciferase reporter, 16 h | Potency, µM, for inactives: at the top dose activation, actives largely listed as activators; further: potency means the concentration at half of the fitted maximal effect; series mostly up to about 76 µM; % of control where 0% means no effect; nearly all actives have a fitted effect of over 35% in size
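Stably transfected U87-MG human glioma cells carrying a GRP78-based luminescent sensor were seeded at 1000 cells/well, pin-dosed with compounds and incubated 16 h. Luciferase reagent was then added, and end-point luminescence was read after 10 min at room temperature.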
LDHA block: qHTS assay for inhibitors of human lactate dehydrogenase; L-lactate dehydrogenase A chain (Homo sapiens), P00338; purified LDHA, NADH/diaphorase-resazurin fluorescence; active compounds read low; activity change, % (values are at about 110 or 230 µM); hit rate 0.15% among 480,000; in the data active means activity change below about -30%; inconclusive means mostly about -25% to -30%;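 further: plate controls were DMSO wells for no effect and wells without enzyme for full effect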
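Enzyme activity of human lactate dehydrogenase 5 (2 nM; 0.06 mM NADH, 0.2 mM pyruvate, 5 min, RT) is measured via a resazurin/diaphorase fluorescence readout of residual NADH.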
Vif-A3F inh: qHTS for Inhibitors of Vif-A3F Interactions: qHTS; HeLa A3F-eYFP + Vif (tagged APOBEC3F with the HIV-1 protein that degrades it), YFP fluorescence increase; Potency, µM (doses to about 46.1 µM), inactives show at the top dose activity, negative = active; hit rate 0.2% among 390,000; AID 602313, 2012; further: potency means the concentration at half of the fitted maximal effect; % of control where 0% means no effect; nearly all actives have a fitted effect of over 65% in size
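Fluorescence increase (Ex 488/Em 500-530) after overnight compound treatment at 37 deg C flags inhibition of Vif-driven A3F-eYFP loss in stable HeLa A3F-eYFP/Vif cells seeded overnight beforehand.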
Vif-APOBEC3G blk: qHTS for Inhibitors of Vif-A3G Interactions: qHTS; DNA dC->dU-editing enzyme APOBEC-3G (Homo sapiens), Q9HC16; HeLa A3G-eYFP + Vif (tagged APOBEC3G with the HIV-1 protein that degrades it), YFP fluorescence, overnight; hit rate 0.076% among 410,000; Potency, µM (doses to about 46.1 µM), without a hit: at the highest dose activity, negative = active, usual class: inhibitors;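 further: potency means the concentration at half of the fitted maximal effect; on the % scale 0 is the no-effect control and ±100 the full control effect; nearly all actives have a fitted effect of over 60% in size; hits raise eYFP signal because A3G escapes Vif-driven loss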
Target sequence (Q9HC16 whole entry, looked up): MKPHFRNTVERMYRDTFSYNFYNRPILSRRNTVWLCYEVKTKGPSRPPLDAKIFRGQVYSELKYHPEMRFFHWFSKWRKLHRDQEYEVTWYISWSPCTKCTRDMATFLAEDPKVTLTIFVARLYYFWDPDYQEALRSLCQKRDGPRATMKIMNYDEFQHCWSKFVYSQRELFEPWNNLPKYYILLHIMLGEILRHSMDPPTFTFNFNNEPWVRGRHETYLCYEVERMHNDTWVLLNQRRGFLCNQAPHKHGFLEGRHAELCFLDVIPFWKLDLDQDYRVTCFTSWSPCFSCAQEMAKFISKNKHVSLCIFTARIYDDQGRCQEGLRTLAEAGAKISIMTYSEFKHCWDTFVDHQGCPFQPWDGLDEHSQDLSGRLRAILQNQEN
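Read-out is eYFP fluorescence (Ex 488/Em 500-530) from Vif-expressing HeLa A3G-eYFP cells; more signal means A3G escaped Vif-mediated degradation. Cells plated overnight, compound pinned in, incubated overnight at 37 deg C.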
IDH1 R132H inh: qHTS for Inhibitors of mutant isocitrate dehydrogenase 1 (IDH1): qHTS; Isocitrate dehydrogenase [NADP] cytoplasmic (Homo sapiens), O75874; IDH1-R132H enzyme, NADPH consumption, diaphorase/resazurin fluorescence; Potency, µM (top dose mostly 76.6 µM), for inactives: top-dose activity change, negative = inhibition, usual class: inhibitors; hit rate 0.093% among 390,000; AID 602179, 2012; further: potency means the concentration at half of the fitted maximal effect; on the % scale 0 is the no-effect control and ±100 the full control effect; nearly all actives have a fitted effect of over 65% in size
Target sequence (O75874 whole entry R132H, stated change not applied): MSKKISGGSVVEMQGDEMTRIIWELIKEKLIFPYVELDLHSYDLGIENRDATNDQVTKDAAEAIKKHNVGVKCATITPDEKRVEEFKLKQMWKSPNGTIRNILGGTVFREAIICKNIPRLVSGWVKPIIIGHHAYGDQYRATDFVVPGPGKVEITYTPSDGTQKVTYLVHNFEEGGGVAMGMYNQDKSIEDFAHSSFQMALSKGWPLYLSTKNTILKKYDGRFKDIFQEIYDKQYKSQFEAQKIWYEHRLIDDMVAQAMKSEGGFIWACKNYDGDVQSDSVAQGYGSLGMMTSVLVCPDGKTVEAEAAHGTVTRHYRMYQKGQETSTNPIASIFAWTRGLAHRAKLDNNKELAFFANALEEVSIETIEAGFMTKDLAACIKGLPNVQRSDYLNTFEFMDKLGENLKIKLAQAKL
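IDH1-R132H (0.5 ug/mL dispensed) in pH 7.5 Tris buffer was preincubated 30 min with compound, then given a substrate mix of 0.016 mM NADPH and 2 mM alpha-KG for 80 min at room temperature; remaining NADPH was read by diaphorase/resazurin fluorescence.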
Active calls of the source: *; ? = inconclusive; / = not tested or not shown; [ ] = dose if it differs, or a comment. Unless noted, the call rests on the fitted dose curve; in most records, active means well fitted curve in the direction sought with a large enough effect; inconclusive means small, poorly fitted or top-dose-only effect, or another doubt; inactive means no such curve, though single readings can be large; an effect the other way counts as inactive or inconclusive. Some of the compounds tested, so the mix of outcomes need not match the whole.

Results follow in this order: rTrxR1 inhibitor	RGS4 inh	USP1-UAF1 inh	TrxR1 substrate	GRP78 ERSR act	LDHA block	Vif-A3F inh	Vif-APOBEC3G blk	IDH1 R132H inh
C[C@H]1[C@H](C)CC[C@]2(C(=O)O)CC[C@]3(C)C(=CC[C@@H]4[C@@]5(C)CC[C@H](O)C(C)(C)[C@@H]5CC[C@]43C)[C@H]12
 : -4%	-4%	14%	-7%	-2%	-15	-2%	1%	-3%
CCN(CC)S(=O)(=O)c1ccc(N=N/C(C(C)=O)=C(/C)O)cc1
 : 6%[57.1 µM]	14%	-10%	3%[57.1 µM]	2%	-8	-8%	2%	3%
O=C(Oc1ccc(Br)cc1)c1cccnc1
 : 10%[57.1 µM]	-9%	-10%	5%[57.1 µM]	-3%	-3	-12%	2%	4%
COC(=O)N1[C@H](Cc2ccccc2)C=C[C@]1(C)C(=O)O
 : -53%	-7%	20%	-16%	-5%	2	4%	-3%	-9%
CC1CCCCN1CCNC(=O)c1cnn2ccccc12 (stereo not given)
 : 14%	0%	-22%	33%[activator]	-2%	-3	-1%	-1%	-7%
COc1cc(OC)cc(C(=O)Nc2ccc(-c3nc4cc(C(C)C)ccc4o3)cc2)c1
 : 8%	-17%	-9%	16%	-1%	-1	-12%	1%	?
Cc1cccc(Sc2nc(-c3ccccc3)ncc2C(=O)O)c1
 : 1%	15%	-16%	-5%	1%	-23	5%	3%	-4%
Cc1ccc(C(=O)n2nc(-c3ccccc3)nc2NCc2ccco2)cc1
 : 16%	20%	-9%	2%	-2%	2	-2%	-3%	-2%
CCOC(=O)N1CCC(N2C(=O)c3ccc(C(=O)Nc4ccc(OC)cc4)cc3C2=O)CC1
 : 20%	-13%	-26%	2%	-3%	-4	-1%	-7%	-12%
COc1cccc(OC)c1C(=O)Nc1ccccc1N1CCCCC1
 : 40%[2.29 µM]	-10%	-14%	2%[57.1 µM]	5%	-4	7%	-9%	0%
O=C(COc1ccc(Cl)cc1)NNC(=S)NCc1ccccc1
 : 8%[57.1 µM]	-33%	-24%	-16%[57.1 µM]	-6%	-3	-35%	0%	-1%
CC(=O)NC(Cc1ccccc1)C(=O)NC1CCN(C(=O)NCc2ccccc2)CC1 (stereo not given)
 : 24%[57.1 µM]	27%	-19%	10%[57.1 µM]	1%	-13	11%	0%	4%
O=C(COc1ccccc1F)NNC(=O)c1cc(Br)ccc1Cl
 : 16%	11%	-12%	-2%	3%	-4	-1%	0%	1%
COc1ccc(C2=Nn3c(nnc3-c3ccc(OC)cc3)SC2)cc1
 : -1%	-42%	-10%	-6%	-4%	-3	0%	?	4%
CCCn1nnnc1NCc1ccccc1C
 : 15%	-29%	?	-6%[57.1 µM]	-4%	-2	3%	1%	0%
Cc1nc2ccc(C(=O)Nc3cccc([N+](=O)[O-])c3)cc2s1
 : 21%[57.1 µM]	-1%	-18%	-11%[57.1 µM]	-2%	-1	0%	2%	14%
C/C(NCCCn1ccnc1)=C(\C#N)C(N)=O
 : 27%[57.1 µM]	?	-6%	11%[57.1 µM]	-7%	-4	5%	-1%	-2%
COc1ccc(CCNC(=O)CN2C(=O)c3ccccc3C2=O)cc1
 : 13%[57.1 µM]	19%	-7%	7%[57.1 µM]	-2%	-18	0%	-7%	-2%
CCN1CCN(c2cc(C)c3cc(NC(=O)Cc4ccccc4OC)ccc3n2)CC1
 : 9%	-14%	-6%	15%	-3%	-8	-10%	-4%	10%
CCOC(=O)C1(CCCc2ccccc2)CCN(C(=O)[C@@H]2C[C@@H](C)NC(=S)N2)CC1
 : 6%[57.1 µM]	-34%	-7%	7%[57.1 µM]	-10%	-13	-6%	-4%	-6%
CC(C)c1ccc(C(=O)OCC(=O)c2c(N)n(C)c(=O)n(C)c2=O)cc1
 : -10%	1%	-5%	-14%	-2%	1	4%	1%	3%
Cc1cc(C)cc(NC(=S)NCc2cccnc2)c1
 : -19%	-24%	-7%	-11%	-5%	6	3%	-4%	-1%
CC(NC(=O)N1CCOCC1)c1ccccc1 (stereo not given)
 : 22%	23%	-9%	6%	-1%	-3	6%	3%	-2%
COc1ccc(-c2noc(-c3nnn(-c4ccc(C)cc4C)c3C)n2)cc1
 : 26%[57.1 µM]	-8%	-7%	7%[57.1 µM]	-1%	-3	4%	-2%	-18%
C[C@H](CO)N1C[C@H](C)[C@H](CN(C)C(=O)Nc2ccnc(N3CCOCC3)c2)OCc2cnnn2CCCC1=O
 : /	/	-21%	/	-6%	-2	-7%	0%	9%
O=C(COc1ccccc1Cl)NC(=S)Nc1cccc(NC(=O)c2ccccc2Cl)c1
 : 23%	-13%	-8%	9%	?	-8	-1%	0%	-2%
Cc1c(Cl)c([N+](=O)[O-])nn1CCCC(=O)NCCc1ccccc1
 : 23%	10%	-19%	18%	-2%	-4	4%	-2%	10%
COc1ccc(S(=O)(=O)Nc2ccc(OCC(=O)O)cc2)c2ccccc12
 : 11%[57.1 µM]	-18%	-9%	11%[57.1 µM]	-1%	-7	13%	-1%	-4%
CC1CC(NS(=O)(=O)c2cc3c4c(c2)CCN4C(=O)CC3)CC(C)(C)C1 (stereo not given)
 : 6%	-37%	-16%	1%	-3%	0	3%	3%	5%
COc1ccc(CCNC(=O)c2ccc3c(=O)n(Cc4ccco4)c(=S)[nH]c3c2)cc1OC
 : ?	-4%	-12%	-14%	-6%	0	-9%	-1%	-2%
CC(C)NC(=O)NS(=O)(=O)c1cnccc1N1CCCCC1
 : 10%[57.1 µM]	13%	-8%	-14%	-3%	0	1%	1%	1%
NNC(=O)C1COc2cc3ccccc3cc2O1 (stereo not given)
 : 15%	-3%	-21%	3%	1%	-10	-2%	-8%	0%
COC(=O)c1ccccc1NC(=O)NCCc1ccccc1OC
 : -1%	-16%	-21%	-3%	8%	-1	2%	-1%	4%
CCN1C[C@@H]2[C@@H]3C(=O)N(Cc4ccccc4)C(=O)[C@@H]3[C@](Cc3ccccc3)(C(=O)OC)N2C1=NCc1ccccc1
 : 3%	20%	-10%	0%	-1%	-7	-10%	-1%	-8%
COc1ccc(Nc2cc(C)c3cc(NC(=O)COc4cccc(C)c4)ccc3n2)cc1
 : 24%	11%	?	14%	0%	-2	-2%	-3%	8%
COc1cc(C2c3cc(O)c(OC)cc3CC(C(=O)O)C2CO)ccc1O (stereo not given)
 : 5%	-4%	1%	1%	2%	19	-3%	0%	13%
COc1cccc(CNC(=O)c2cc(S(=O)(=O)N3CCOCC3)cn2C)c1
 : 6%[57.1 µM]	36%	-2%	6%[57.1 µM]	-1%	-4	-17%	-3%	-8%
COc1cc(C2C3=C(CC(c4ccco4)CC3=O)Nc3ccccc3N2C(C)=O)cc(OC)c1OC (stereo not given)
 : ?	-1%	-10%	-14%	-1%	10	-4%	0%	1%
CC(C)(C)OC(=O)N1CCC(c2c(C(=O)Nc3ccc4c(c3)OCCO4)cnn2-c2ccc(F)cc2)CC1
 : 6%	0%	-12%	-8%	-4%	5	-1%	-3%	0%
CCCCNc1oc(-c2ccc(OC)cc2)nc1S(=O)(=O)c1ccccc1
 : ?	-4%	3%	-3%	-6%	0	0%	1%	12%

Fetched by compound from above:
Results follow in this order: rTrxR1 inhibitor	RGS4 inh	USP1-UAF1 inh	TrxR1 substrate	GRP78 ERSR act	LDHA block	Vif-A3F inh	Vif-APOBEC3G blk	IDH1 R132H inh
CC(C)(C)OC(=O)N1CCC(c2c(C(=O)Nc3ccc4c(c3)OCCO4)cnn2-c2ccc(F)cc2)CC1
 : 6%	0%	-12%	-8%	-4%	5	-1%	-3%	0%
COc1cc(C2c3cc(O)c(OC)cc3CC(C(=O)O)C2CO)ccc1O (stereo not given)
 : 5%	-4%	1%	1%	2%	19	-3%	0%	13%
